Screening results (PubChem BioAssay)
Sm TGR inh – qHTS Assay for the Inhibitors of Schistosoma Mansoni Peroxiredoxins | 360,000 tested, 3% active | Schistosoma mansoni thioredoxin glutathione reductase (TGR), Q962Y6 | purified TGR, DTNB reduction, TNB absorbance 405 nm | Potency, µM (titrated, usually from 114 µM), for inactives: at the highest dose activity change, negative = inhibition, hits mostly inhibitors | AID 485364, 2010; further: potency means the concentration at half of the fitted maximal effect; nearly all actives have a fitted effect of over 60% in size
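Kinetic colorimetric format: TGR-catalysed, NADPH-driven DTNB reduction monitored via TNB absorbance. Enzyme dispensed at 20 nM; compound exposure 15 min at room temperature before reaction start.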
AMA1-RON2 inh – qHTS for Inhibitors of AMA1-RON; Towards Development of Antimalarial Drug Lead: Primary Screen. AID 720542, 2013. AlphaScreen AMA1-biotinylated RON2 peptide binding. Potency, µM (top dose mostly 58.2 µM), without a hit: top-dose activity change, negative = inhibition, usual class: inhibitors. 360,000 tested, 0.2% active. Plasmodium falciparum AMA1 (3D7) - RON2 peptide interaction;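 further: potency means the concentration at half of the fitted maximal effect; 0% = vehicle wells and -100% = peptide control; nearly all actives have a fitted effect of over 45% in size; some results filed as inactive show a strong effect at the top dose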
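AMA1 (3D7) with his tag at 25 nM final met compounds first, then biotinylated RON2 peptide at 25 nM; detection used donor plus acceptor beads, 10 µg/mL apiece, read by AlphaScreen after 30 min at room temperature.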
HCV inhibitor – qHTS Assay for Inhibitors of Hepatitis C Virus (HCV); Huh7.5.1 HCVcc-Cre infection, luciferase reporter, 44 h; Potency, µM (titrated, usually from 41.8 µM), without a hit: top-dose activity change, negative = inhibition, usual class: inhibitors; 340,000 tested, 3.4% active; AID 651820, 2012; further: potency means the concentration at half of the fitted maximal effect
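Infectious HCVcc-Cre (~0.5 moi) was added to cells just after compound, with cells seeded 4 h earlier at 1,000 per well. Luciferase activity after 44 h culture reported infection; substrate was incubated 15 min at room temperature before reading.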
HCMV antiviral – qHTS Assay for inhibitors of the human cytomegalovirus (HCMV); activity change, negative = inhibition, % at 57.5 µM; HFF cells, HCMV-luciferase reporter, 72 h; active compounds read low; 410,000 tested, 4.5% active; in the data active means activity change below about -60%; inconclusive means no clear call, values can overlap the other calls; inactive means above about -39%
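After 16 h attachment at 37C, HFF cells received test compound and HCMV-luciferase (1 PFU/cell); reporter luminescence read 72 h later, data normalized against buffer-only and known inhibitor Salinomycin.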
Giardia FBPA inh – qHTS Assay for Inhibitors of Fructose-1,6-bisphosphate Aldolase from Giardia Lamblia; AID 2451, 2010; purified Giardia FBPA; Potency, µM (top dose mostly 59.6 µM), without a hit: at the top dose activity, negative = inhibition, actives largely listed as inhibitors; 290,000 tested, 0.71% active; further: potency means the concentration at half of the fitted maximal effect; nearly all actives have a fitted effect of over 55% in size
Target sequence (A8B2U2 whole entry, looked up): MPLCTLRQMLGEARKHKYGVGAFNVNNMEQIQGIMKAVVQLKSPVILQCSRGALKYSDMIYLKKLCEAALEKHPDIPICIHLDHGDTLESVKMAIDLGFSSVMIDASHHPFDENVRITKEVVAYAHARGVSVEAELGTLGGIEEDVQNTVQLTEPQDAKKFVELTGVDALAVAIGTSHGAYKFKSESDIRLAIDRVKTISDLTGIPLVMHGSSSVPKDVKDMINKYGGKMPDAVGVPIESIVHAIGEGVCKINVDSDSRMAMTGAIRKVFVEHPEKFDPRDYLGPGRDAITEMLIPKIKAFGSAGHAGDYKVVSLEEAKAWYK
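Giardia FBPA (40 nM reagent) was preincubated 10 min at RT with compound (up to 57.5 uM final), then substrate plus GAPDH/TPI/NAD/arsenate coupling system with diaphorase/resazurin was added; resorufin fluorescence (525/598 nm) was read after 20 min.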
AmpC inh detg – qHTS Inhibitors of AmpC Beta-Lactamase (assay with detergent); AmpC hydrolysis of nitrocefin, absorbance 480 nm, 0.01% Triton; P00811; 370,000 tested, 0.041% active; Potency, µM (highest dose often 114 µM), without a hit: top-dose activity change, negative = inhibition, hits mostly inhibitors;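 further: potency means the concentration at half of the fitted maximal effect; 0% = no-compound wells and -100% = no-enzyme wells; nearly all actives have a fitted effect of over 25% in size; some results filed as inactive show a strong effect at the top dose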
Target sequence (P00811 whole entry, looked up): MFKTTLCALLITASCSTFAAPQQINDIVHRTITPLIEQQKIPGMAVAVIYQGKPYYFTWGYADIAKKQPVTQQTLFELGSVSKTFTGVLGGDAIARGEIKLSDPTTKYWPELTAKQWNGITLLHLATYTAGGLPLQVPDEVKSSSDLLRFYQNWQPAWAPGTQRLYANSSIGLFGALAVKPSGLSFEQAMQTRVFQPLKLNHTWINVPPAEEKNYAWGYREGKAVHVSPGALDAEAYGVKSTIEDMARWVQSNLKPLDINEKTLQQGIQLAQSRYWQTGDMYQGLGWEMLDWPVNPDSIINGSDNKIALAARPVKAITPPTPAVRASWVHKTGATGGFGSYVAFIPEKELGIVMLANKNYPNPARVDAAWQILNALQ
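AmpC (5.3 nM in the dispensed reagent) in 20 mM phosphate pH 7.0 with 0.01% (detergent screen) or 0.0001% Triton X-100 was preincubated with compounds for 15 min at room temperature. Nitrocefin was then added from an 800 uM solution, and hydrolysis was followed at 480 nm.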
Starred values were filed as active, the others as inactive; ? = inconclusive; nt = not tested or not shown; & = joins results of further samples; ! = repeats disagree; [ ] = dose if it differs, or a comment. Unless noted, the call rests on the fitted dose curve; in most records, active means well fitted curve in the direction sought with a large enough effect; inconclusive means small, poorly fitted or top-dose-only effect, or another doubt; inactive means no such curve, though single readings can be large; an effect the other way counts as inactive or inconclusive. Unless noted, on the % scale 0 is the no-effect control and ±100 the full control effect.

| No. | mol | Sm TGR inh | AMA1-RON2 inh | HCV inhibitor | HCMV antiviral | Giardia FBPA inh | AmpC inh detg |
| --- | --- | --- | --- | --- | --- | --- | --- |
| 1 | O=C(NCCc1ccc(Cl)cc1)c1ccc(CS(=O)Cc2ccccc2Cl)o1 (centres undefined) | 32µM*! | -11% | ? | -66*! | nt | -1%&21% |
| 2 | N/C(=N\OC(=O)C(c1ccccc1)c1ccccc1)c1cccnc1 | 7% | 11% | 13% | 0 | -2% | -6% |
| 3 | CCOC(=O)c1c(CN2CCCCC2)oc2ccc(O)cc12 | 6% | -2% | 0% | -4 | -3% | 1% |
| 4 | Cc1ccc(S(=O)(=O)N2CCOCC2)cc1C(=O)N1CCOCC1 | 3% | -3% | ? | 13 | 2% | ? |
| 5 | CC(C)=CCCC1=CCC2C(=O)NNC(=O)C2C1 (centres undefined) | 1% | 5% | 4% | 13 | 0% | -1% |
| 6 | Clc1cccc(Cl)c1Cn1nnc(N2CCCC2)n1 | 21% | 5% | -7% | -18 | 4% | -11% |
| 7 | CC(C)NCc1c(O)c(Br)cc2oc3c(c12)CCCC3 | ? | -24% | 0%&-17% | 19 | -19% | -1% |
| 8 | Cc1cc2cc(CNC(=O)c3ccc(S(=O)(=O)N4CCCC4)cc3)ccc2n1C | 3% | -3% | -28% | -5 | -15% | -22% |
| 9 | CCN(CC)c1ccc(C(=O)OCC(=O)N(C(C)C)C(C)C)cc1 | -5% | 0% | -20% | -12 | 0% | -2% |
| 10 | CC(=O)c1cccc(NC(=O)c2ccc(Br)o2)c1 | -28% | -2% | -24% | 27 | -11% | -17% |
| 11 | CCN(CC(=O)Nc1ccc(NC(C)=O)cc1)C(=O)/C=C/c1cn(-c2ccccc2)nc1-c1cccs1 | 3% | -4% | ? | -28 | nt | ? |
| 12 | Cc1ccc(S(=O)(=O)N2Cc3ccccc3CC2C(=O)Nn2cnnc2)cc1 (centres undefined) | 0%[11.4 µM] | 8% | 6% | 24 | 5% | ? |
| 13 | O=C(NCc1cccnc1)C1COc2ccccc2O1 (centres undefined) | -4% | -7% | -5% | -16 | 0% | -12% |
| 14 | COc1cc(-c2nc3n(n2)C(c2ccc(F)cc2)C2=C(CCCC2=O)N3)cc(OC)c1OC (centres undefined) | 13% | -9% | ? | 41 | -4% | -11% |
| 15 | CC(C)NC(=O)c1nn(-c2ccccc2F)nc1CO | 9% | nt | nt | -26 | nt | 26% |
| 16 | C=CCn1c(NC(=O)c2ccccc2)nc2ccccc21 | 0% | 89%[activator] | ? | 37 | 11% | 3% |
| 17 | CN(C)c1ccc(/C=N/O)cc1 | -19% | -14% | 9% | -28 | -4% | -4% |
| 18 | Cc1cccc2cc(CNCC3CCCO3)c(Cl)nc12 (centres undefined) | -9%[57.1 µM] | -9% | 3% | 32 | 0% | -3% |
| 19 | COC(=O)C1=CN(Cc2ccc(OC)c(OC)c2)C=C(C(=O)OC)C1c1cccc(OC)c1OC | -5% | 26% | -9% | 36 | -2% | -14% |
| 20 | O=C(CSc1nc2ncc(Cl)cc2[nH]1)NCCc1ccc(F)cc1 | -10% | 14% | ? | -18 | -1% | 1% |
| 21 | CC(=O)NS(=O)(=O)c1cccnc1Nc1ccc(Cl)c(Cl)c1 | -21% | 1% | 24% | 73 | 10% | 2% |
| 22 | Cc1c(Cl)cccc1NC(=O)Cn1c(CCC(=O)O)ccc1-c1cccs1 | -26% | nt | nt | -2 | nt | -8% |
| 23 | O=C(COc1cccc2cccnc12)Nc1cccc(S(=O)(=O)N2CCCC2)c1 | -9% | 71%[activator] | 10µM* | -9 | nt | -7% |
| 24 | CCc1ccc(C(C(=O)NC2CCCC2)N(Cc2cccnc2)C(=O)c2csnn2)cc1 (centres undefined) | -10% | 7% | 8% | 0 | 0% | -8% |
| 25 | CCn1ncc(Br)c1C(=O)Nc1cc([N+](=O)[O-])ccc1C | -13% | 9% | -12% | 32 | 4% | -9% |
| 26 | Cc1ccc(CNC(=O)Nc2cn(CC(C)C)c(=O)c3ccccc23)cc1 | -2% | nt | nt | 15 | nt | -5% |
| 27 | CN1CCN(S(=O)(=O)c2ccc(NC(=O)C3CCCO3)cc2)CC1 (centres undefined) | -23% | 2% | 10% | 66 | -7% | -15% |
| 28 | Nc1nc(CSc2ccccc2)nc(N2CCCCC2)n1 | 5% | 7% | -2% | 20 | 0% | ? |
| 29 | O=C(CSc1ccccc1)NCc1ccccc1 | 6% | 2% | 6% | 28 | 11% | -15% |
| 30 | CCCCCCCCc1c(O)nc(-n2[nH]c(C)c(CCO)c2=O)[nH]c1=O | -1% | -61% | 7% | -20 | -21% | -11% |

Reprinted from the part before: four entries; new compounds follow.
| No. | mol | Sm TGR inh | AMA1-RON2 inh | HCV inhibitor | HCMV antiviral | Giardia FBPA inh | AmpC inh detg |
| --- | --- | --- | --- | --- | --- | --- | --- |
| 27 | CN1CCN(S(=O)(=O)c2ccc(NC(=O)C3CCCO3)cc2)CC1 (centres undefined) | -23% | 2% | 10% | 66 | -7% | -15% |
| 28 | Nc1nc(CSc2ccccc2)nc(N2CCCCC2)n1 | 5% | 7% | -2% | 20 | 0% | ? |
| 29 | O=C(CSc1ccccc1)NCc1ccccc1 | 6% | 2% | 6% | 28 | 11% | -15% |
| 30 | CCCCCCCCc1c(O)nc(-n2[nH]c(C)c(CCO)c2=O)[nH]c1=O | -1% | -61% | 7% | -20 | -21% | -11% |
| 31 | COc1ccc(CCNC(=O)Cc2c(C)c3ccc(O)c(C)c3oc2=O)cc1OC | -1% | nt | nt | -14 | nt | 6% |
| 32 | O=S(=O)(/N=C(/c1ccccc1)N1CCCCC1)c1ccccc1 | 1% | 2% | 7% | -32 | 6% | -11% |
| 33 | CCCSc1ncc(Cl)c(C(=O)Nc2scc(-c3ccc(C)cc3)c2C(=O)OCC)n1 | 1% | nt | nt | -22 | nt | 14% |
| 34 | Cc1cc2oc(=O)c(CC(=O)NCCc3ccccc3F)c(C)c2c2occ(C(C)(C)C)c12 | 5% | nt | nt | -36 | nt | 30% |
| 35 | Cc1ccc(/C=N/NC(=O)c2cccc3ccccc23)o1 | -19% | 13% | -6% | -10 | 4% | -2% |
| 36 | Cc1ccc(S(=O)(=O)NCCc2nnc3ccc(NCCCOC(C)C)nn23)cc1 | 7% | -4% | 10% | -34 | 0% | 2% |
| 37 | CC(=O)C1(C)C(=O)N(c2ccc(F)cc2)C(=O)N1c1ccc(F)cc1 (centres undefined) | nt | 24% | 9% | -34 | nt | nt |
| 38 | Cc1cccc(-n2c(SCc3cc(=O)n4ccsc4n3)nc3ccccc32)c1 | 2% | -18% | 7.9µM* | -6 | ? | 4% |
| 39 | c1nc(NCC2(N3CCOCC3)CCCCC2)c2ccsc2n1 | -26% | 0% | ? | -13 | -1% | ? |
| 40 | C/C(CC(c1ccccc1)c1c(O)c2ccccc2oc1=O)=N\Nc1ccc([N+](=O)[O-])cc1[N+](=O)[O-] (centres undefined) | ? | -9% | ? | 0 | 16% | 5% |
| 41 | CCOc1cc2[nH]c(=S)n(CCN3CCC(C)CC3)c(=O)c2cc1OCC | -18% | 2% | -3% | ? | -3% | -5% |
| 42 | CN(CCOc1cccc2ccccc12)Cc1ccccc1 | 1% | ? | 1% | 10 | ? | 3% |
| 43 | COc1cc(/C=N/NC(=O)CSc2n[nH]c(=O)[nH]c2=O)cc(OC)c1O | -28% | 38%[activator] | 10% | 4 | -6% | 4% |
| 44 | COc1cccc(CNC(=O)c2cnc3sc(N4CCCC4)nn3c2=O)c1OC | 1% | nt | nt | -20 | nt | 2% |
| 45 | O=C(NNC(=O)C12CC3CC(CC(C3)C1)C2)c1ccccc1O | 0% | 72%[activator] | 11% | -9 | nt | 7% |
| 46 | O=C(NCCCCCNC(=O)c1ccccn1)c1ccccn1 | 9% | 0% | 8% | 49 | -2% | 6% |
| 47 | Cc1ccc(CNC(=O)c2ccc(C)s2)cc1 | nt | 23% | 7% | -13 | nt | nt |
| 48 | COCCCN(C(=S)Nc1ccc(C)cc1Cl)C(C)c1ccncc1 (centres undefined) | -3% | -3%[11.6 µM] | 12% | 11 | -1% | 6% |
| 49 | CC12CCC(C(=O)Nc3ccccc3Br)(C/C1=N\O)C2(C)C (centres undefined) | -25% | 14% | 15% | 42 | 6% | ? |
| 50 | CCOc1ccccc1CNC(=O)c1ccc2c(c1)N(Cc1ccc(C)cc1)CCS2 | -1% | nt | nt | -20 | nt | 4% |
| 51 | CCn1cnc2sc(C(=O)N(Cc3ccc(N(C)C)cc3)Cc3ccco3)c(C)c2c1=O | -19% | ? | -6% | -18 | -1% | 4% |
| 52 | CC1CC(C)CN(C(=O)C2CC(=O)N(c3ccc4c(c3)OCCO4)C2)C1 (centres undefined) | -1% | -6% | -2% | -15 | nt | 3% |
| 53 | Cc1nn(C)cc1/C=C(/C#N)C(N)=O | 3% | -6% | -9% | 26 | 4% | ? |
| 54 | CSCCC(NC(=O)COc1ccccc1)C(=O)N1CC(C)CC(C)C1 (centres undefined) | -11% | -10% | 8% | -5 | nt | -5% |
| 55 | CCOC(=O)c1c(C)[nH]c(C)c1S(=O)(=O)N1CCCC(C(=O)Nc2ccccc2OCC)C1 (centres undefined) | -2% | nt | nt | -9 | nt | 4% |
| 56 | Cc1ccc(CN(C)C(=O)CCNS(=O)(=O)c2ccccc2)o1 | ? | 0% | 13% | -12 | nt | -7% |
| 57 | O=C(CN1C(=O)CC(c2ccco2)Sc2ccccc21)Nc1cccc(C(F)(F)F)c1 (centres undefined) | -12% | nt | nt | -8 | nt | 1% |
| 58 | COc1ccc2c(c1)CC[C@@H]1[C@@H]2CC[C@]2(C)[C@@H](C(C)=O)C[C@@H]12 | -33% | 13% | 4% | -24 | nt | ? |
| 59 | CC(Oc1ccc(F)cc1)C(=O)N1CCN(c2ncccn2)CC1 (centres undefined) | -2% | -5% | 15% | 9 | nt | -5% |
| 60 | Cc1cccc(-n2ncc(C(=O)NCc3ccc4c(c3)OCO4)c2C2CCN(C(=O)OC(C)(C)C)CC2)c1 | 0% | nt | nt | 0 | nt | 17% |
| 61 | CN(C(=O)c1cccc(S(=O)(=O)N2CCOCC2)c1)c1c(N)n(Cc2ccccc2)c(=O)[nH]c1=O | 5% | 0% | -2% | ? | nt | 3% |

Arranged by heavy-atom count (descending): some entries from above.
| No. | mol | Sm TGR inh | AMA1-RON2 inh | HCV inhibitor | HCMV antiviral | Giardia FBPA inh | AmpC inh detg |
| --- | --- | --- | --- | --- | --- | --- | --- |
| 51 | CCn1cnc2sc(C(=O)N(Cc3ccc(N(C)C)cc3)Cc3ccco3)c(C)c2c1=O | -19% | ? | -6% | -18 | -1% | 4% |
| 42 | CN(CCOc1cccc2ccccc12)Cc1ccccc1 | 1% | ? | 1% | 10 | ? | 3% |
| 35 | Cc1ccc(/C=N/NC(=O)c2cccc3ccccc23)o1 | -19% | 13% | -6% | -10 | 4% | -2% |

The order is random; any-hit rate near 9.3%.
